# Compound activity as filed in PubChem BioAssay.
# GalR3 antag: GalR3 antagonists in HEK293 cells, primary screen, cell-based, fluorescence readout; HEK293 GalR3-CNG cAMP membrane potential fluorescence; galR3 body fused to GalR1 C-terminus; inhibition, % at 3 µM; Galanin receptor type 3 (Homo sapiens), O60755; 360,000 compounds, 0.44% hits;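 active means inhibition above the screen-wide average plus 3 SD, cut at about 13% in these data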;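 further: forskolin and galanin both at EC90 stimulate the cells; cAMP rise reported by CNG channel membrane potential dye signal; 0% = forskolin plus galanin with DMSO and 100% = forskolin alone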
# Target sequence (O60755 1-299 limits assumed): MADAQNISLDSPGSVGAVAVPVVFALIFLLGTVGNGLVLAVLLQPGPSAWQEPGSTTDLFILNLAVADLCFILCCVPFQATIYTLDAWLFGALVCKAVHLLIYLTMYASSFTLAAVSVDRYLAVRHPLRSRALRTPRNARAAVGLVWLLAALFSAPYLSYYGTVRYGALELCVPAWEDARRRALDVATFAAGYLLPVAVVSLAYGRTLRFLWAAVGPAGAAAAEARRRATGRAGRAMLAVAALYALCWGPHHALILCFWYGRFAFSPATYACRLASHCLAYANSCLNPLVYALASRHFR
# MEKK2wt PB1 HTS: modulators of MEK5 binding to wildtype MEKK2, primary screen, biochemical, multiplex bead flow cytometry, Alexa488-MEK5; Mitogen-activated protein kinase kinase kinase 2 (Homo sapiens), Q9Y2U5; 290,000 compounds, 1.1% hits; Alexa488-MEK5 binding to MEKK2 WT; actives lie on both sides; binding response (% of control), % at 10 µM; AID 1531, 2009; in the data active means binding response below about 67% or above about 130%; inconclusive means no clear call, values can overlap the other calls; inactive means in between
# OXTR agonist: human OXTR agonists, primary screen, fluorescence, CHO-OTR cells, Fluo-8 calcium; Oxytocin receptor (Homo sapiens), P30559; Fluo-8 calcium fluorescence; normalized: DMSO 0%, oxytocin 100%; activation, % at 3 µM; 320,000 compounds, 0.32% hits; AID 2435, 2010;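 active means activation above the mean of all tested compounds plus 3 SD, cutoff set per screening run, cut at about 20% in these data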;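 further: peak over basal fluorescence ratio from a 100 s FLIPR kinetic read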
# V1R ag counter: agonists of human V1a receptor, primary screen, counter-screen for OXTR agonist project, fluorescence, CHO-V1R cells; activation, % at 3 µM; AID 2797, 2010; Fluo-8 calcium fluorescence, agonist mode; 0% DMSO, 100% 3 nM vasopressin; Vasopressin V1a receptor (Homo sapiens), P37288; 320,000 compounds, 0.25% hits;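 active means activation above the mean activation of all tested compounds plus 3 SD, per screening run, cut at about 20% in these data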;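 further: signal is peak over basal fluorescence ratio across a 100 second FLIPR read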
# Target sequence (P37288 whole entry, looked up): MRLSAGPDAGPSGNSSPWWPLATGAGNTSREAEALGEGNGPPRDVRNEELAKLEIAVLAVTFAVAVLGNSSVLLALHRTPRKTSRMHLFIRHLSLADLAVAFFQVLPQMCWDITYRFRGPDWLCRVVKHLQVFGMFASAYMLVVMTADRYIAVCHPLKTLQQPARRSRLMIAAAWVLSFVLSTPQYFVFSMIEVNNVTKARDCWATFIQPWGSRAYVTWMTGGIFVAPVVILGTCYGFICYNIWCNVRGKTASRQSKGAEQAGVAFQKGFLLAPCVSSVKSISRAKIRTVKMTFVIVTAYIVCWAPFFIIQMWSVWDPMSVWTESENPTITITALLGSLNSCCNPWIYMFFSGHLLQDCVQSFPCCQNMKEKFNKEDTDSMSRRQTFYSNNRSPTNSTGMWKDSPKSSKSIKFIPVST
# PHOSPHO1 inh: PubChem AID 1565; Phosphoethanolamine/phosphocholine phosphatase (Homo sapiens), Q8TCT1; recombinant PHOSPHO1, absorbance phosphatase assay; inhibition, % at 13.3 µM; 290,000 compounds, 1.1% hits; in the data active means inhibition above about 60%
# Target sequence (Q8TCT1 whole entry, looked up): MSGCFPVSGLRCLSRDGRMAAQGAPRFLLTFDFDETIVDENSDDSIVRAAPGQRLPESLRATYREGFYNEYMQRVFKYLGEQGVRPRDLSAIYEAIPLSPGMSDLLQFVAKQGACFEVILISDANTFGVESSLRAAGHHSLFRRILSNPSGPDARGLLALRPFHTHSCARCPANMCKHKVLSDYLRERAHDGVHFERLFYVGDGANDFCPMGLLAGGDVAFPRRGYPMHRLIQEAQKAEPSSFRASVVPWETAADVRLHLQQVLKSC
# MEKK3 PB1 HTS: modulators of MEKK3-MEK5 PB1 binding, primary screen, biochemical, wildtype MEKK3, multiplex bead flow cytometry, Alexa488-MEK5 | Mitogen-activated protein kinase kinase kinase 3 (Homo sapiens), Q99759 | bead-based flow cytometry, Alexa488-MEK5 binding to MEKK3; actives lie on both sides; 0 = blocked by unlabeled MEK5, 100 = vehicle | AID 1529, 2009 | binding response (% of control), % at 10 µM | 290,000 compounds, 1.4% hits;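 active means binding response more than 3 SD above or below the average of its plate-row segment, actives on both sides; inconclusive means wells at one plate position flagged as instrument error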;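 further: Alexa488 bead fluorescence after subtracting the streptavidin-only scavenger bead signal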
# GPR7 antagonist: GPR7 receptor antagonists, primary screen, cell-based, fluorescence, single concentration; Neuropeptides B/W receptor type 1 (Homo sapiens), P48145; AID 1861, 2009; 290,000 compounds, 1.1% hits; GPR7-expressing cells, fluorescence antagonist assay; inhibition, % at 4.4 µM; in the data active means inhibition above about 16%, passing the limit was not always enough;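 further: cells stimulated with the agonist NPW; 0% = agonist with vehicle and 100% = vehicle without agonist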
# NALP1 inh: NALP1 inflammasome inhibitors in reconstituted yeast, colorimetric, S. cerevisiae, triplicate retest; S. cerevisiae NALP1/ASC/caspase-1 growth, X-gal OD620, 72 h; inhibition, % at 10 µM; 280,000 compounds, 0.61% hits; in the data active means inhibition mostly above about 24%, no sharp cut-off; inactive means mostly below about 32%; further: some compounds called inactive have numbers as strong as hits
# MEKK2mut PB1 HTS: MEK5 binding signal on mutant MEKK2 PB1, primary screen, biochemical, multiplex bead flow cytometry, Alexa488-MEK5; Alexa488-MEK5 binding to MEKK2 mutant; percent response, % at 10 µM; 290,000 compounds, 0.35% hits; in the data active means percent response above about 24%, passing the limit was not always enough; further: inactives centre near 1; some results filed as inactive read as strong as hits; reference of the scale not given here
# * marks the source's active call; other numbers are inactive results; ? = inconclusive; / = not tested or not shown; & = joins results of further samples; [ ] = another dose, or the depositor's remark.
SMILES,GalR3 antag,MEKK2wt PB1 HTS,OXTR agonist,V1R ag counter,PHOSPHO1 inh,MEKK3 PB1 HTS,GPR7 antagonist,NALP1 inh,MEKK2mut PB1 HTS
CC(C)N(Cc1ccccc1)C(=O)CN1C(=O)COc2ccc(S(=O)(=O)NC3CCCC3)cc21,-9,98,0.4,2.8,53,100,-14,9,0
COc1cc(CCCN2C(=O)C(=O)NC[C@@H]2CCCCN)cc(OC)c1OC,-3,111,0.1,0.6,31,92,/,/,1
O=C(c1ccccc1)c1ccc(OCCCN2CCCC2)cc1,5,96,1.9,1.4,-8,100,6,33,-2
COc1ccc2nc(NC(=O)C3CCN(S(=O)(=O)c4cnc[nH]4)CC3)sc2c1,-4,109,-0.8,0.7,28,103,-3,11,6
COc1cc(/C=N/NC(=O)[C@H](Cc2c[nH]c3ccccc23)NC(=O)OCC(C)C)cc([N+](=O)[O-])c1O,2,101,0.3,1.3,-9,108,-4,-20,-2
Cc1ccc(OCC(=O)N(Cc2cccs2)C2CCS(=O)(=O)C2)cc1 (configuration not stated),0,100,-2.1,-0.1,15,104,0,32,-1
CC1(C)CC(=O)c2sc(NC(=O)CN3C(=O)CCC3=O)nc2C1,0,104,-0.4,-0.1,15,104,-15,/,1
CC(=O)c1c(C)[nH]c(C(=O)N(CCc2ccccc2)Cc2ccccc2)c1C,-2,93,-1.5,0.6,-13,103,-3,2,-3
Cc1cccc(-c2cc(C(=O)NCCCn3ccnc3)c3ccccc3n2)c1,/,108,/,/,-6,101,-10,-3,7
CC1CCN(CCC(=O)N2CCCc3c2c(=O)oc2ccc(O)cc32)CC1,4,98,0.6,-0.5,43,98,-13,-3,1
COc1ccc(C(=O)Nc2nnc(S(=O)(=O)N(C)Cc3ccc(F)cc3)s2)cc1OC,1,105,-0.8,0.2,38,101,-4,7,1
COc1cccc(NC(=O)CCC2CCN(C(=O)c3sccc3C)CC2)c1,1,101,-0.1,0.8,3,95,21,-69,1
NC(=O)c1c(-c2ccc(Cl)cc2Cl)csc1NC(=O)Cc1ccccc1,95*,101,10,3.2,-22,105,-6,4,-1
CCOc1ccc(C(=O)NC(=S)Nc2ccc(NC(=O)c3ccco3)c(C)c2)cc1[N+](=O)[O-],-4,117,1.1,2.0,-1,108,-13,5,27
COc1ccc(NC(=S)N2CCC(NC(=O)c3ccc(F)cc3)CC2)cc1,-8,99,-0.8,0.6,23,94,-2,-14,2
COc1ccc(-n2ncc3c(NCc4ccco4)ncnc32)cc1,-5,101,-1.0,-0.8,13,100,3,2,3
Cc1c(C(=O)O)cnc2cc(-c3ccc(Cl)cc3)nn12,-3,107,0.6,0.6,10,106,5,21,2
O=C(O)C1C2CCC(C2)C1C(=O)NCCc1cccc(Cl)c1 (configuration not stated),-6,104,0.9,0.1,/,105,-8,/,1
COc1cc(CCCN2C(=S)NC[C@@H]2Cc2ccccc2)cc(OC)c1OC,-9,0.0*[inhibitor],3.0,0.1,22,1.0*[inhibitor],-10,-22,2
O=C(Nc1nnc(CCc2ccccc2)s1)c1cccc(F)c1,-10,107,3.8,1.7,34,107,-6,11,1
CS(=O)(=O)Nc1ccccc1C(=O)NCc1ccco1,-1,106,-0.5,0.2,18,103,-13,22,3
CCCNC(=O)c1cccc(Cn2cc(Br)c([N+](=O)[O-])n2)c1,-9,101,0.3,1.3,-11,101,3,22,2
Cc1cc(C)n(S(=O)(=O)c2ccc(F)cc2)n1,-9,108,-0.2,1.2,14,105,-13,-5,4
CN1CCN(c2nc(-c3cccc([N+](=O)[O-])c3)nc3ccccc23)CC1,-1,119,5.4,5.2,28,107,4,39*,9
CC1CCC(NC(=O)COc2ccccc2C(N)=O)CC1 (configuration not stated),-1,106,1.3,2.3,24,103,-4,6,7
O=C(NCCOCc1ccc(Cl)cc1)c1ncn[nH]1,-12,104,0.2,0.5,9,97,-3,20,2
Nc1nnc(SCC(=O)NC23CC4CC(CC(C4)C2)C3)s1,-4,39*[inhibitor],-0.1,-0.4,-3,41*[inhibitor],-4,1,-18
CCCn1c(-c2ccccc2)cc(SC)c(C#N)c1=O,0,80,1.1,1.1,28,88,5,-11,-15
CN1CCN(C(=O)c2ccccc2NC(=O)CCN2C(=O)c3ccccc3C2=O)CC1,-3,104,-0.8,0.4,7,100,-10,13,1
CCc1ccc(NC(=O)C2CCN(S(=O)(=O)c3ccc4c(c3)CC(C)N4C(C)=O)CC2)cc1 (configuration not stated),38*,90,7.1,8.2,-52,93,21*,12,-2
O=S(=O)(NCC1CCCO1)c1cccc(S(=O)(=O)N2CCCC2)c1 (configuration not stated),-3,98,0.9,0.3,-50,94,-8,-2,-1
O=C(N/N=C/c1cccc([N+](=O)[O-])c1)C1COc2ccccc2O1 (configuration not stated),-3,103,0.3,1.1,-15,102,-4,14,3
CNS(=O)(=O)Cc1ccc2[nH]cc(CCN(C)C)c2c1,-2,118&104,0.5&0.4,0.7&0.2,31,108&99,19,11,3&3
COc1ccc(CCNC(=O)C(=O)N2CCCC2)cc1OC,1,91,0.1,-0.1,41,93,-4,4,-8
CC(=O)OC[C@H]1O[C@H](CCO/N=C(\C)CCN2CCCc3nc(C)c(C)cc32)C=C[C@@H]1OC(C)=O,/,101,/,/,-6,99,9,14,1
CC(C)(C)NC(=O)N1CCn2cccc2C1c1ccccc1F (configuration not stated),-6,97,-1.0,-0.4,-7,99,-5,-5,-1
CC(C)c1ccc(OCC(=O)N2CCN(c3ccccn3)CC2)c(Br)c1,-2,100,0.0,1.2,36,98,-2,10,4
O=C1C2C(c3cccc(/C=C/c4ccccc4)c3)CC=CC2C(c2ccc(C(F)(F)F)cc2)N1Cc1ccccc1 (configuration not stated),-5,95,0.2,0.4,26,88,/,11,-1
COc1cccc(NC(=O)N2CCCC(C(=O)NC3CCCCC3C)C2)c1 (configuration not stated),-10,107,-0.3,-0.7,27,102,-10,8,5
O=C(/C=C/c1ccco1)N/C(=C\c1ccco1)C(=O)NCCc1nc2ccccc2[nH]1,0,97,-1.5,1.4,-9,94,-6,9,-2
Cc1ccc(OCc2cc(C(=O)N(C)CCc3ccccn3)no2)cc1C,2,104,3.0,4.2,17,103,-4,22,3
O=C1c2ccccc2C(Nc2ccc(S(=O)(=O)N3CCCCC3)cc2)N1Cc1ccco1 (configuration not stated),/,99,0.0,-0.6,-2,106,1,-21,14
O=C1c2ccccc2NC2(CCCCC2)N1c1ccc(O)cc1,2,97,-0.1,-0.2,5,99,-11,12,-2
Cc1ccc(NS(=O)(=O)c2ccc3[nH]c(=O)oc3c2)c(C)c1,2,105,4.6,5.6,28,101,-15,10,3
CCOC(=O)NC(=O)CN1C(=O)NC(C)(c2ccccc2)C1=O (configuration not stated),-4,99,1.2,-0.4,3,95,-2,10,1

# Sorted by the number under MEKK2mut PB1 HTS (lowest first): 3 from the list above
compound | MEKK2mut PB1 HTS
O=C(/C=C/c1ccco1)N/C(=C\c1ccco1)C(=O)NCCc1nc2ccccc2[nH]1 | -2
COc1cccc(NC(=O)N2CCCC(C(=O)NC3CCCCC3C)C2)c1 (configuration not stated) | 5
O=C1c2ccccc2C(Nc2ccc(S(=O)(=O)N3CCCCC3)cc2)N1Cc1ccco1 (configuration not stated) | 14

# Remaining list, next part.
SMILES,GalR3 antag,MEKK2wt PB1 HTS,OXTR agonist,V1R ag counter,PHOSPHO1 inh,MEKK3 PB1 HTS,GPR7 antagonist,NALP1 inh,MEKK2mut PB1 HTS
N#Cc1cc([N+](=O)[O-])ccc1N1CCCC1,0,99,0.4,2.8,-6,99,-15,6,-1
COc1ccc(Cl)cc1NC(=O)C1CC(=O)N(c2ccc(F)cc2)C1 (configuration not stated),1,102,2.0,0.9,30,102,-7,-2,2
COCCCn1c(SCC(=O)NC2CCCC2)nnc1-c1ccccc1,-6,97,-0.1,-0.5,35,101,-12,4,-2
Cc1ccc(Cl)cc1NC(=O)c1cc2ccccc2cc1O,2,?,15,12,60,?,25*,9,-26
Cc1ccc(Cl)cc1N1CCN(C(=O)c2cc3c(=O)[nH]c4ccccc4c3n2C)CC1,3,87,14,8.6,0,89,-3,28,-3
O=C(CNC(=O)C1CCCCC1)OCn1nnc2ccccc2c1=O,0,94,-1.9,-0.4,0,98,-5,-24,-7
CC1CCCC(C)N1C(=O)COc1ccc(-c2nnco2)cc1 (configuration not stated),-6,102,1.2,0.4,18,99,-3,-6,10
COc1ccc(CCNC(=O)c2sc3ccccc3c2Cl)cc1OC,-7,108,-1.8,1.8,8,99,-4,26,9
O=C(NC(=S)N1CCCCCC1)C1CC1,-2,112,0.2,0.6,-2,110,-5,11,0
O=C(/C=C/c1cc([N+](=O)[O-])ccc1OC(F)F)Nc1cccc(OC(F)F)c1,-4,128,0.0,0.4,7,101,-4,16,22
CCOC(=O)N1CCC(N2C(=O)c3ccccc3C2Nc2ccc(S(=O)(=O)N3CCCCC3)cc2)CC1 (configuration not stated),/,100,-0.2,0.9,-29,97,-1,14,-4
COc1ccc(OC)c(NC(=O)CNC(=O)c2ccc([N+](=O)[O-])cc2)c1,8,106,0.4,-0.3,-107,101,0,18,1
CN(CC(=O)NCc1ccccc1Cl)S(=O)(=O)c1ccc2c(c1)n(C)c(=O)c(=O)n2C,1,101,0.3,-0.7,49,101,-25,-12,1
COc1ccc(C(=O)COC(=O)CN2C(=O)C3C4C=CC(C4)C3C2=O)cc1 (configuration not stated),-3,99,3.4,3.0,-4,96,1,6,-3
O=C(CNC(=O)c1ccc(S(=O)(=O)N2CCCC2)cc1)N/N=C/c1c(Cl)cccc1Cl,-11,96,10,10,1,92,-11,14,-2

# Printed as active in NALP1 inh, of those listed so far:
SMILES	GalR3 antag	MEKK2wt PB1 HTS	PHOSPHO1 inh	MEKK3 PB1 HTS	GPR7 antagonist	NALP1 inh	MEKK2mut PB1 HTS
CN1CCN(c2nc(-c3cccc([N+](=O)[O-])c3)nc3ccccc23)CC1	-1	119	28	107	4	39*	9

# Other compounds
SMILES,GalR3 antag,MEKK2wt PB1 HTS,OXTR agonist,V1R ag counter,PHOSPHO1 inh,MEKK3 PB1 HTS,GPR7 antagonist,NALP1 inh,MEKK2mut PB1 HTS
CCOCCCNC(=O)C1CCN(S(=O)(=O)c2ccc(C)cc2)CC1,-3,111,0.4,0.0,6,95,-5,2,7
COc1ccccc1OCCn1c(=S)[nH]c2ccccc21,-6,105,/,/,-6,103,-8,-12,5
C=CCn1c(SCC(=O)Nc2nnc(C)s2)nnc1-c1cccnc1,-3,96,-1.0,4.0,2,93,-10,0,-15
CCOc1ccc(/C=N/n2c(C3CCCCC3)n[nH]c2=S)cc1,-11,100,-2.0,-0.5,14,104,-2,-2,-3
CCOc1ccc(CNC(=O)CCCn2nc(C)c3c(C)n(-c4ccc(C)cc4)nc3c2=O)cc1,-7,99,-0.3,3.0,18,99,-8,1,-3
Cn1cnnc1Sc1ccc(C(=O)OCC(=O)NCC(F)(F)F)cc1[N+](=O)[O-],-3,91,0.4,0.2,-6,94,-15,4,-6
